High-throughput results as filed in PubChem.
RECQ1 inh = RECQ1 (human) helicase inhibition; Potency, µM (top dose mostly 57.3 µM), inactives show at the top dose activity, negative = inhibition, most hits filed as inhibitors; P46063; 0.54% of 240,000 active; RECQ1 DNA unwinding, red fluorescence kinetic read;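 further: plate controls were vehicle for no effect and no enzyme for full effect; nearly all actives have a fitted effect of over 30% in size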
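RECQ1T1 50 nM; forked duplex (20 bp + 30-nt ss tails) 200 nM, ATP 2 mM final; pH 8.0, 2 mM MgCl2, 2.5 ug/ml poly(dI-dC); 15 min compound preincubation; discontinuous kinetic read over 2 h at RT.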
Epigenetic reg = epigenetic control regulation, reporter derepression; Potency, µM (top dose mostly 53.9 µM), for the others: at the highest dose GFP activation, most hits filed as activators; murine LDR cells, GFP reporter derepression, 30 h; AID 1865; 0.2% of 280,000 active; further: % of control where 0% means no effect; nearly all actives have a fitted effect of over 60% in size
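Reporter derepression read as number of fluorescent GFP-positive objects, 20-120 um in size, counted by laser-scanning cytometer. Mouse LDR line with an epigenetically silenced CMV-GFP locus; compound incubation 30 h, 37 C.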
NPSR antag = blocks cAMP signaling of the human neuropeptide S receptor | 1% of 220,000 active | CHO-NPSR cells, cAMP TR-FRET, antagonist mode | Potency, µM (highest dose often 38.3 µM), without a hit: at the top dose activity change, negative = inhibition, actives largely listed as inhibitors | AID 1461; further: on the % scale 0 is the no-effect control and ±100 the full control effect; nearly all actives have a fitted effect of over 50% in size; many of its hits are not listed in these tables
Target sequence (Q6W5P4 whole entry, looked up): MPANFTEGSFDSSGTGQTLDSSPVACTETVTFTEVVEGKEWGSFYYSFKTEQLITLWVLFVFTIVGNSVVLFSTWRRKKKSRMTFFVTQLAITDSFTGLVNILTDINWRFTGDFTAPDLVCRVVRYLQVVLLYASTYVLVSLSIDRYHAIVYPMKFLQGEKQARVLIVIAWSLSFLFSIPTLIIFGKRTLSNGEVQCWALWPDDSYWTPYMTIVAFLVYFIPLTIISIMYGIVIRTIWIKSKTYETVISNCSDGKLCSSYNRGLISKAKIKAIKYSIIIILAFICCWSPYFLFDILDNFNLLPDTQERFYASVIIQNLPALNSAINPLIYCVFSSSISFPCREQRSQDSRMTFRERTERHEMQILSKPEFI
IMPase Li cell = membrane-permeable IMPase blocker, potentiated with lithium; CHO-M1 cells, IP1 TR-FRET (IP-One), carbachol + lithium; Potency, µM (series often up to 59.4 µM), without a hit: top-dose activity, negative = IMPase inhibition, actives largely listed as inhibitors; 0.35% of 210,000 active; AID 1457;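 further: IP1 builds up when IMPase is blocked and the TR-FRET signal falls; plate controls were basal vehicle for no effect and high inhibitor control for full effect; nearly all actives have a fitted effect of over 50% in size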
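Steps: plate 2000 CHO-M1 cells per well and culture 16–30 h; add compound and lithium; incubate 30 min, 37C; add d2-IP1 tracer and Eu cryptate anti-IP1 antibody in lysis buffer; read after 10 min at room temperature.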
KDM4E inh = inhibitors of human JMJD2E histone demethylase; JMJD2E catalytic domain, FDH-coupled NADH fluorescence (FDH is formaldehyde dehydrogenase); Potency, µM (titrated, usually from 57.1 µM), without a hit: at the highest dose activity change, negative = inhibition, most hits filed as inhibitors; 1.6% of 230,000 active; active means well fitted inhibition curve with a large enough effect, not every such curve was filed as active; inconclusive means small, poorly fitted or top-dose-only effect, or another doubt; inactive means no such curve, though single readings can be large or run the other way;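 further: 0% = wells with enzyme and -100% = buffer wells without enzyme; nearly all actives have a fitted effect of over 50% in size; many of its hits are not listed in these tables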
SMN2 splice up = increases expression of the SMN2 splice variant; HEK293 SMN2-luciferase splicing reporter, luminescence, 30-36 h; AID 1458; Potency, µM (series often up to 46.1 µM), for inactives: top-dose activity change, positive = activation, actives largely listed as activators; 2.8% of 210,000 active; further: % of control where 0% means no effect; nearly all actives have a fitted effect of over 55% in size
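qHTS luciferase splicing reporter: luminescence rises when SMN2 exon 7 is included in transfected HEK293 cells. Compound exposure lasted 30-36 h at 37C, with 4.5 mM final sodium butyrate as control, followed by a ONE-Glo read.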
Luc counter = Kinase-Glo luciferase inhibition (counter-screen); Q27757; Kinase-Glo luciferase, ATP luminescence, 8 min; Potency, µM (titrated, usually from 38.3 µM), for inactives: at the highest dose activity change, negative = inhibition, actives largely listed as inhibitors; 0.28% of 200,000 active; AID 1379; further: on the % scale 0 is the no-effect control and ±100 the full control effect; nearly all actives have a fitted effect of over 60% in size
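Substrate mix (final 50 mM imidazole pH 7.2, 50 mM KCl, 7 mM MgCl2, 10 uM ATP, 0.01% Tween 20, 0.05% BSA) plus pin-tool compound, then Kinase-Glo detection mix; 8 min ambient, luminescence read.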
RGS12 GoLoco inh = RGS12 GoLoco-Gai1 interaction inhibition. 0.44% of 230,000 active. P63096. AID 880. Gai1:RGS12 GoLoco peptide FP, rhodamine, 10 min. Potency, µM (series often up to 61.6 µM), inactives show top-dose activity, negative = inhibition, usual class: inhibitors; active means well fitted inhibition curve with a large enough effect, not every such curve was filed as active; inactive means no such curve, though single readings can be large or run the other way; further: on the % scale 0 is the no-effect control and ±100 the full control effect; nearly all actives have a fitted effect of over 30% in size; many of its hits are not listed in these tables
Target sequence (P63096 whole entry, looked up): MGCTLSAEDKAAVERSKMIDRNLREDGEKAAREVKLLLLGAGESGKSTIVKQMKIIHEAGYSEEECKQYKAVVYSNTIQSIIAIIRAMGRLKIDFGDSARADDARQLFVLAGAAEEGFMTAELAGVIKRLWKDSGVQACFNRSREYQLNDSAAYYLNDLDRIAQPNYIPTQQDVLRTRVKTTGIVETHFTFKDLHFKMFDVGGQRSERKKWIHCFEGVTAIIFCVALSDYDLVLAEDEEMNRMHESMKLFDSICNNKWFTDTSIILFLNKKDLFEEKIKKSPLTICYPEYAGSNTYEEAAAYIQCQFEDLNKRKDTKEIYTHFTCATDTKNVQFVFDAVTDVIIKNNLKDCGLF
Numbers without * were called inactive; i = inactive; ? = inconclusive; . = no result given; & = joins results of further samples; [ ] = dose if it differs, or a comment. Unless noted, the call rests on the fitted dose curve; in most records, active means well fitted curve in the direction sought with a large enough effect; inconclusive means small, poorly fitted or top-dose-only effect, or another doubt; inactive means no such curve, though single readings can be large; an effect the other way counts as inactive or inconclusive. Potency means the concentration at half of the fitted maximal effect.

no.	canonical_smiles	RECQ1 inh	Epigenetic reg	NPSR antag	IMPase Li cell	KDM4E inh	SMN2 splice up	Luc counter	RGS12 GoLoco inh
1	Cc1ccc(-c2noc(CN3CCN(C(c4ccccc4)c4ccccc4)CC3)n2)cc1	-15%	-1.2%	-19%[46.1 µM]	21%[38.3 µM]	4%	-9%	1%	2%
2	CC(=O)Nc1ccc(S(=O)(=O)NCC2CCC(C(=O)N3CCCCCC3)CC2)cc1 (stereo unspecified)	i	0.0%	-12%[46.1 µM]	-10%[38.3 µM]	5%	-11%	0%	-7%
3	COc1ccc(S(=O)(=O)Nc2ccccc2-c2nnn(CC(=O)Nc3ccccc3OC)n2)cc1	-7%	-1.1%	0%	3%	0%	-53%[inhibitor]	-1%	0%
4	N#Cc1ccc(C23CC4(C2)[C@H](CN(Cc2ccc(-c5ccccc5)cc2)[C@@H]4c2ccccc2)C3c2ccccc2)cc1 (stereo partly specified)	-4%	0.3%&2.2%	7%	6%	-5%&-3%	-4%	-1%	4%&15%
5	CC(/C=C/c1ccco1)=N/NC(=O)OC(C)(C)C	-2%	13%	-7%	-2%	-15%	?	0%	9%
6	Cc1ccc(NC(=S)NCCc2ccc(F)cc2)c(C)c1	-8%	0.0%	-17%[46.1 µM]	6%	8%	27%	2%	-3%
7	CCN(CC)CCOC(=O)c1ccc(N/C=C(/C#N)c2nc(-c3ccc4c(c3)OCO4)cs2)cc1	i	3.2%	5%	.	?	.	.	83%[activator]
8	N#Cc1nc(COc2ccc(-c3ccccc3)cc2)oc1NCc1cccnc1	-5%	2.7%	-24%[46.1 µM]	-3%[38.3 µM]	1%	-33%[inhibitor]	-5%	6%
9	COc1ccc(N2CCN(C(=O)COc3ccccc3)CC2)cc1	1%	-1.1%	-14%[46.1 µM]	0%[38.3 µM]	2%	-18%	0%	-10%
10	COc1ccc(/C=N/NC(=O)c2ccco2)cc1Cn1nc(C)c([N+](=O)[O-])c1C	-7%	-3.3%	-13%	-6%	-1%	-40%	2%	7%
11	Cc1c(Cl)cccc1NC(=O)c1ccc(OCC(=O)NCc2ccccc2)cc1	-6%	4.1%	-17%	7%	-3%	-16%	6%	3%
12	CC(=O)Nc1ccc(Nc2c([N+](=O)[O-])cc(S(C)(=O)=O)cc2[N+](=O)[O-])cc1	-2%	0.0%	-2%[46.1 µM]	-2%	5%	15%	-2%	-5%
13	CC(=O)Nc1ccc(Nc2ccc(N3C(=O)CCCC3=O)cc2[N+](=O)[O-])cc1	-1%	-2.9%	-8%	4%	-2%	.	-7%	6%
14	O=C(NCc1ccccc1)c1ccccc1-c1nc2ccccc2[nH]1	-5%	0.0%	-3%	2%	0%	-25%	2%	9%
15	CC(=O)c1ccc(OCc2ccccc2)c(C)c1O	-6%	1.1%[10.1 µM]	4%	6%	-7%	?	14%	4%
16	CCOc1ccc(N=Cc2c(C)[nH]n(-c3nc4ccccc4[nH]3)c2=O)cc1	-2%	0.0%	-4%	-4%	?	12%	8.9µM*	42%[activator]
17	CCOC(=O)c1c[nH]c2c(Cl)c(Cl)ccc2c1=O	-4%	0.0%	-8%[46.1 µM]	-4%[38.3 µM]	-3%	-26%	-1%	9%
18	COc1ccc(N2CCN(S(=O)(=O)c3ccc4c(c3)CCCC4)CC2)c([N+](=O)[O-])c1	-22%	-1.2%	-15%[46.1 µM]	18%[38.3 µM]	3%	-65%[inhibitor]	1%	3%
19	CCN(CC)S(=O)(=O)c1cc(NC(=O)CN2CCN(c3ccccn3)CC2)ccc1C	-2%	4.2%	-15%	26%	?	-51%[inhibitor]	0%	5%
20	N#CC1=C(N)Oc2cc(O)ccc2C1c1ccccc1 (stereo unspecified)	-6%	0.0%	6%[46.1 µM]	12%[38.3 µM]	-1%	5%	2%	-9%
21	O=C(NC1CCCCC1)C(c1ccccc1)N1CCCC1 (stereo unspecified)	-13%	0.1%	-10%[46.1 µM]	28%[38.3 µM]	-2%	-4%	0%	-2%
22	Cc1ccc(N2C(=O)CSC2=S)cc1C	i	-1.5%	2%	7%	-7%	7%	5%	100%[activator]
23	COc1ccc(C(=O)N/N=C/c2sc3ccccc3c2O)cc1	-4%	-1.8%	-37%	19%	35µM*	-95%[inhibitor]	-2%	97%[activator]
24	O=C(CSCC(=O)c1ccccc1)Nc1ccccc1Cl	i	0.0%	-8%[46.1 µM]	2%[38.3 µM]	7%	-8%	-4%	9%

Full records, looked up by structure. Values in the order: RECQ1 inh	Epigenetic reg	NPSR antag	IMPase Li cell	KDM4E inh	SMN2 splice up	Luc counter	RGS12 GoLoco inh
CCN(CC)S(=O)(=O)c1cc(NC(=O)CN2CCN(c3ccccn3)CC2)ccc1C as listed: -2%	4.2%	-15%	26%	?	-51%[inhibitor]	0%	5%
N#CC1=C(N)Oc2cc(O)ccc2C1c1ccccc1 (stereo unspecified) as listed: -6%	0.0%	6%[46.1 µM]	12%[38.3 µM]	-1%	5%	2%	-9%

(listing goes on)
no.	canonical_smiles	RECQ1 inh	Epigenetic reg	NPSR antag	IMPase Li cell	KDM4E inh	SMN2 splice up	Luc counter	RGS12 GoLoco inh
25	O=C(Nc1ncn[nH]1)c1ccccc1O	-1%	-1.7%	-29%	.	?	.	.	14%
26	O=C(CSc1ccc2nnc(-c3ccncc3)n2n1)Nc1ccccc1F	-1%	-0.2%	-9%[46.1 µM]	-2%[38.3 µM]	-10%	-12%	-4%	13%
27	OC[C@@H]1CCCN1Cc1nc(-c2cccs2)no1	-9%	4.4%	-16%	12%	-5%	.	5%	8%
28	COc1ccccc1-n1cnc2cc(NCc3cccs3)ccc21	-2%	-3.6%	?	33%[38.3 µM]	?	?	-4%	3%
29	CCOC(=O)C1C(=O)CC(C)(O)C(C(=O)OCC)C1c1ccc(N(CC)CC)cc1 (stereo unspecified)	-2%	-0.1%	-19%	15%	3%	?	5%	-15%
30	CC12CCC(=O)N1C(C(=O)Nc1cccc3ccccc13)CS2 (stereo unspecified)	i	-1.0%	-4%[46.1 µM]	17%[38.3 µM]	7%	.	-3%	-24%
31	Cc1cc(NC(=O)C2C3C(=O)N(CC4CCCO4)C(C(=O)NC(C)(C)C)C34C=CC2(C)O4)no1 (stereo unspecified)	-3%	-2.5%	-11%	6%	-3%	.	-2%	6%
32	COc1nnc(-c2ccc(N3CCCCC3)c(NC(C)=O)c2)c2ccccc12	-5%	1.0%	-23%[46.1 µM]	29%[38.3 µM]	5%	-7%	0%	-4%
33	C/C(=N\NC(=O)c1cc2c(s1)CCC(C)C2)c1ccncc1 (stereo unspecified)	i	0.0%	-1%	5%	-2%	27%	-1%	5%
34	COc1ccc(NC(=S)NCc2ccc3c(c2)OCO3)cc1	-2%	-0.1%	-13%	-5%	6%	-1%	3%	-9%
35	CCOc1ccc(NS(=O)(=O)c2ccc(NC(=S)NC(=O)CC(C)C)cc2)cc1	-14%	-0.8%	?	42%[activator][38.3 µM]	-5%	-9%	-4%	9%
36	Cc1c(-n2c(SCC(C)C)nc3ccccc3c2=O)c(=O)n(-c2ccccc2)n1C	i	-1.9%[10.1 µM]	-22%	4%	11%	1%	0%	9%

Records 32 through 36, quoted:
no.	canonical_smiles	RECQ1 inh	Epigenetic reg	NPSR antag	IMPase Li cell	KDM4E inh	SMN2 splice up	Luc counter	RGS12 GoLoco inh
32	COc1nnc(-c2ccc(N3CCCCC3)c(NC(C)=O)c2)c2ccccc12	-5%	1.0%	-23%[46.1 µM]	29%[38.3 µM]	5%	-7%	0%	-4%
33	C/C(=N\NC(=O)c1cc2c(s1)CCC(C)C2)c1ccncc1 (stereo unspecified)	i	0.0%	-1%	5%	-2%	27%	-1%	5%
34	COc1ccc(NC(=S)NCc2ccc3c(c2)OCO3)cc1	-2%	-0.1%	-13%	-5%	6%	-1%	3%	-9%
35	CCOc1ccc(NS(=O)(=O)c2ccc(NC(=S)NC(=O)CC(C)C)cc2)cc1	-14%	-0.8%	?	42%[activator][38.3 µM]	-5%	-9%	-4%	9%
36	Cc1c(-n2c(SCC(C)C)nc3ccccc3c2=O)c(=O)n(-c2ccccc2)n1C	i	-1.9%[10.1 µM]	-22%	4%	11%	1%	0%	9%

The results go on:
no.	canonical_smiles	RECQ1 inh	Epigenetic reg	NPSR antag	IMPase Li cell	KDM4E inh	SMN2 splice up	Luc counter	RGS12 GoLoco inh
37	C=C(C)[C@@H]1CC=C(C(=O)O)CC1	i	1.1%	14%	.	12%	.	.	1%
38	COC(=O)c1cc2occc2n1CC(=O)Nc1ccc(OC)c(OC)c1OC	-1%	1.8%	2%[46.1 µM]	21%[38.3 µM]	1%	5%	3%	5%
39	COC(=O)c1nnn(-c2cc(Cl)cc(Cl)c2)c1C(=O)OC	-1%	-1.4%	6%[7.67 µM]	.	-6%	.	.	0%
40	O=C(COC(=O)CN1C(=O)c2cccc([N+](=O)[O-])c2C1=O)NC1CCS(=O)(=O)C1 (stereo unspecified)	i	-1.4%	-3%[7.67 µM]	.	-5%	.	.	18%
41	COCC(=O)N1CCC2(CC1)CN(Cc1ccccc1OC)C2	-8%	.	.	2%	.	-5%	-2%	7%

Just Luc counter and RGS12 GoLoco inh, for some of the entries so far:
entry | mol | Luc counter | RGS12 GoLoco inh
37 | C=C(C)[C@@H]1CC=C(C(=O)O)CC1 | . | 1%
38 | COC(=O)c1cc2occc2n1CC(=O)Nc1ccc(OC)c(OC)c1OC | 3% | 5%
39 | COC(=O)c1nnn(-c2cc(Cl)cc(Cl)c2)c1C(=O)OC | . | 0%
40 | O=C(COC(=O)CN1C(=O)c2cccc([N+](=O)[O-])c2C1=O)NC1CCS(=O)(=O)C1 (stereo unspecified) | . | 18%

An excerpt, so the mix of outcomes need not match the whole.
